Bioassay records: PubChem, several laboratories
Mtb FBA inh: inhibits M. tuberculosis FBA enzyme | P9WQA3 | purified M. tuberculosis FBA, fluorescence read-out | inhibition, % at 1 µM | hit rate 2.3% among 360,000 | AID 588726; in the data active = inhibition above about 27%;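 also: 0% = vehicle and 100% = reference inhibitor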
Target sequence (P9WQA3 whole entry, looked up): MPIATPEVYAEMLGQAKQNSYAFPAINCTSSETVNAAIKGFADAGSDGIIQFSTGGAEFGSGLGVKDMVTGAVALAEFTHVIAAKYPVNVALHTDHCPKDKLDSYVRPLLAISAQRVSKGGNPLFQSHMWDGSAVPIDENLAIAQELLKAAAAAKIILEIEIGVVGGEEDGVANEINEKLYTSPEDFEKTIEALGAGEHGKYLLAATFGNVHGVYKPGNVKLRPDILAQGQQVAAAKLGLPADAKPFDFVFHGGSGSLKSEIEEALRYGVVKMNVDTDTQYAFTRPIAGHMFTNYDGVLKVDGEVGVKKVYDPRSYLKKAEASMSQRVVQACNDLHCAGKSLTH
VHR inh abs: DUSP3 (human) phosphatase inhibition; P51452; inhibition, % at 13.3 µM; recombinant VHR phosphatase, pNPP absorbance; hit rate 0.52% among 290,000; in the data active = inhibition above about 50%; also: some compounds called inactive have numbers as strong as hits
Target sequence (P51452 whole entry, looked up): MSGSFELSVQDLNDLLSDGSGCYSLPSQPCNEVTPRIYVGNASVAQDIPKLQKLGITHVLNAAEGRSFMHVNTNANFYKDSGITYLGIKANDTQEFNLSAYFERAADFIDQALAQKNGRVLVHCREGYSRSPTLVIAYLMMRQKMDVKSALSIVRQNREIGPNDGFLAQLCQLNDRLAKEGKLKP
3CLpro inhibitor: SARS-CoV 3CLpro protease inhibition; P0C6X7; recombinant SARS-CoV 3CLpro, quenched FRET peptide cleavage; inhibition, % at 6 µM; hit rate 0.14% among 290,000; AID 1706; in the data active = inhibition above about 12%
GDH-TPI inh: GDH-TPI coupled enzyme inhibition counter-screen; inhibition, % at 4.8 µM; hit rate 1.2% among 360,000; GDH-TPI coupled enzyme counterscreen, NADH absorbance; in the data active = inhibition above about 30%;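 also: 0% = DMSO wells and 100% = wells lacking the enzyme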
UGM FP inh: Mtb UDP-galactopyranose mutase inhibition; P9WIQ1; purified UGM, fluorescence polarization probe displacement; inhibition, % at 10 µM; hit rate 0.06% among 320,000; in the data active = inhibition above about 10%, passing the limit was not always enough
MazEF act: activators of E. coli MazEF toxin-antitoxin RNase. hit rate 0.32% among 350,000. AID 504720. activation, % at 20 µM. FAM/BHQ RNA-DNA oligo cleavage fluorescence, 5 h. P0AE70; in the data active = activation above about 50%
Target sequence (P0AE70 whole entry, looked up): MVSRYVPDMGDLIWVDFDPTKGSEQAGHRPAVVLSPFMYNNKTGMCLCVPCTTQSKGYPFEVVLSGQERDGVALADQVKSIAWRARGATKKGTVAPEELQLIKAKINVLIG
Mtb BioA inh: inhibitors of Mycobacterium tuberculosis BioA enzyme; purified M. tuberculosis BioA enzyme, plate reader; inhibition, % at 9.99 µM; hit rate 0.096% among 360,000; AID 602481; in the data active = inhibition above about 40%
Rv3671c inh: inhibitors of M. tuberculosis serine protease Rv3671c; inhibition, % at 5.96 µM; hit rate 0.048% among 320,000; in the data active = inhibition above about 38%;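 also: extracellular domain of Rv3671c used as enzyme; 0% = enzyme with DMSO and 100% = no enzyme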
Target sequence (P9WHR9 whole entry, looked up, the tested form may be a part): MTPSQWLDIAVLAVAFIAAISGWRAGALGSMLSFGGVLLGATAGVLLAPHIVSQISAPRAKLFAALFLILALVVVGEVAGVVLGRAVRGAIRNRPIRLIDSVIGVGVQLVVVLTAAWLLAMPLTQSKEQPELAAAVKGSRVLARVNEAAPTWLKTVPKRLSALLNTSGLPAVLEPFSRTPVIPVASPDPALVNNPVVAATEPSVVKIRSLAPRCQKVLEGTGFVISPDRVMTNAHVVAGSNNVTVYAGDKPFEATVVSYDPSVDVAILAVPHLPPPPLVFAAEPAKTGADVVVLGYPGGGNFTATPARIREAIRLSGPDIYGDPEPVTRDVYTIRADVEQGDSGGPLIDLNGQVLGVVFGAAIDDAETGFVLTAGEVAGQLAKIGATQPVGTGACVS
SSB-PriA inh: K. pneumoniae PriA-SSBct interaction inhibition; AID 1272365; AlphaScreen SSBct-PriA binding, biotinylated peptide; inhibition, % at 33 µM; hit rate 0.6% among 430,000; in the data active = inhibition mostly above about 37%, no sharp cut-off; inactive = mostly below about 20%;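 also: plate controls were negative control peptide for no effect and reference peptide for full effect; strong numbers were not always called active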
BH1578 lux ind: inducers of Vibrio cholerae quorum light production without autoinducers. V. cholerae BH1578 lux reporter, luminescence, 6 h. activation, % at 18.7 µM. hit rate 0.16% among 350,000. AID 588436; in the data active = activation mostly above about 9.7%, no sharp cut-off; also: not every result past the cut was called active; inactives centre near 0; reference of the scale not given here
* marks the source's active call; other numbers are inactive results; i = inactive; x = not tested or not shown. An excerpt (hit frequency here may not be typical).

SMILES	Mtb FBA inh	VHR inh abs	3CLpro inhibitor	GDH-TPI inh	UGM FP inh	MazEF act	Mtb BioA inh	Rv3671c inh	SSB-PriA inh	BH1578 lux ind
Nc1ncnc2c1ncn2[C@@H]1O[C@H](CNC(=O)[C@@H]2CCCN2S(=O)(=O)c2ccc(F)cc2)[C@@H](O)[C@H]1O	4	x	x	4	x	6	4.0	x	3	-2.0
S=c1[nH]nc(-c2cccc(Br)c2)o1	20	2	-4	8	1.7	1	0.1	2	-12	1.2
CCOC(=O)CN1C(=O)CSc2ccccc21	4	21	-6	9	0.8	-1	0.9	-2	-17	0.6
COc1ccc(-n2nc([N+](=O)[O-])c(=NCCc3ccc(OC)c(OC)c3)n2O)cc1	-3	-7	2	8	-2.0	-2	2.4	5	18	1.5
CCn1cnc2cc(NC(=O)c3cccs3)ccc21	1	28	3	16	0.2	0	6.3	-2	0	-0.3
O=C(NCc1cccnc1)/C(=C\c1ccc(-c2cccc(Cl)c2)o1)S(=O)(=O)c1ccccc1	0	18	4	41*	2.2	2	-0.8	-18	-4	-0.3
O=C1C(Cc2c[nH]c3ccccc23)NC(=S)N1Cc1ccccc1 (centres undefined)	2	14	-3	-1	0.7	2	0.2	1	-3	6.2
O=C(c1cccs1)N1CCN(c2ccc([N+](=O)[O-])cc2F)CC1	-3	40	-5	7	-1.7	6	-1.9	0	2	-0.5
Nc1nnc(SCC(=O)N2CCN(Cc3ccccc3)CC2)s1	1	12	-6	6	-1.0	-1	-0.8	-4	-3	-0.2
CCOC(=O)/C(=N/Nc1ccc(Br)cc1)N1CC(C)OC(C)C1 (centres undefined)	6	x	x	26	x	-15	x	x	i	x
Cc1ccccc1CSc1nc2ccccc2c(=O)n1C	-2	x	x	2	-1.8	5	1.2	6	-13	0.3
CN(C)c1ccc(C(=O)OCC(=O)c2ccc[nH]2)cc1	1	x	x	31*	4.5	-1	-0.9	-3	1	1.6
Cc1ccc(NC(=S)NNC(=O)Nc2ccccc2)cc1	0	1	0	1	5.0	14	x	6	-9	-0.4
Cc1ccc(NS(=O)(=O)c2cc(C(=O)N3CCN(C)CC3)ccc2C)cc1	-6	17	3	-2	-2.6	-3	0.0	10	-9	-5.3
CCOc1ccc(CN(C)C(C)C(=O)Nc2ccc([N+](=O)[O-])cc2Cl)cc1OC (centres undefined)	1	28	5	3	1.0	-2	x	-4	15	-0.2
CCOc1c(N2CCCCC2)c(=O)c1=O	0	26	2	3	4.6	6	-1.2	-1	-4	1.3
COc1ccc(OC)c(/C=C/c2[nH]c(=O)[nH]c(=O)c2[N+](=O)[O-])c1	-2	13	6	18	x	5	-1.2	x	-5	-0.2
O=C1Nc2ccccc2C1c1ncc(C(F)(F)F)cc1Cl (centres undefined)	1	32	-3	-6	-2.6	5	19	-5	3	-5.6
CN(Cc1c(C(=O)N/N=C/c2ccccc2O)nnn1-c1nonc1N)C1CCCCC1	4	x	x	19	x	-14	-0.6	x	x	i
COc1ccc(S(=O)(=O)N(C(C)=O)c2ccc(OC(C)=O)c3ccccc23)cc1[N+](=O)[O-]	-1	0	0	12	0.9	4	0.7	-4	-10	-0.4
CCN(CC)C(=O)Cn1cc(C(=O)C(=O)NCCCN2CCCCC2)c2ccccc21	-1	60	0	11	0.0	6	-2.6	-3	-3	i
Cc1ccc(NC(=O)Cn2cccc2C2=NC(c3ccccc3)CO2)cc1C (centres undefined)	-4	7	1	12	5.3	0	-2.9	-16	-4	-0.2
O=C(COc1ccc(S(=O)(=O)N2CCCCC2)cc1Cl)N1CCCC1	2	35	-4	2	-0.2	-13	-3.4	1	-1	-3.6
CCCc1cc(=O)oc2c(C)c(OS(C)(=O)=O)ccc12	5	x	6	3	-1.7	9	0.4	5	-13	i
CN(C)C(CNC(=O)c1cccc(OC(F)F)c1)c1ccco1 (centres undefined)	1	-3	3	-4	1.0	1	0.3	-8	-7	-0.3
New compounds follow.
SMILES	Mtb FBA inh	VHR inh abs	3CLpro inhibitor	GDH-TPI inh	UGM FP inh	MazEF act	Mtb BioA inh	Rv3671c inh	SSB-PriA inh	BH1578 lux ind
Cc1ccc(CCNC(=O)C2CCN(S(=O)(=O)N3CCC4(CC3)OCCO4)CC2)cc1	-1	38	2	3	-1.6	5	-1.1	-6	0	-0.4
Cc1cc(Cl)ccc1OCCCC(=O)N1CCN(C(=O)c2ccco2)CC1	0	8	0	13	-0.3	-5	2.1	-5	-30	i
COCCNC(=O)c1snc2ccc(Cl)cc12	2	50*	3	5	0.8	7	-2.5	-4	-5	6.2
Cc1cc2oc(=O)cc(CN3CCC(C)CC3)c2cc1Cl	1	15	0	0	2.0	7	0.2	-22	-25	26*
O=c1[nH]nc(-c2cc(-c3ccccc3)nc3ccccc23)o1	65*	x	x	29	x	3	0.9	x	x	i
O=C(Cn1nnc(-c2ccccc2-n2cnnn2)n1)NCc1ccccc1	0	3	-1	0	-1.3	-5	-0.9	0	9	i
N#CCCN(C(=S)Nc1ccc(S(=O)(=O)N2CCOCC2)cc1)c1ccccc1F	1	x	x	-1	x	-2	-1.3	x	-1	-1.1
CCCc1cc(=O)oc2c(C)c(OC(C)C(=O)NCc3ccccn3)ccc12 (centres undefined)	15	18	5	11	0.9	1	4.0	1	-1	-0.4
Cc1ccc2nc(SCC(=O)Nc3cc(C(F)(F)F)ccc3N3CCOCC3)[nH]c2c1	2	17	0	15	0.3	-1	-1.5	-4	-25	-0.2
Cc1occc1-c1nnc(SCC(=O)NC2CCCCC2)o1	-5	x	x	-5	0.4	4	1.1	5	8	i
CC1(C(=O)NCc2cccc(Cl)c2)Cc2c(-c3ccccc3)ccnc2O1 (centres undefined)	0	x	x	0	x	x	-0.6	x	x	-0.7
CCOC(=O)c1c(S(=O)(=O)NCC(=O)Nc2ccc(F)cc2F)c(C)n(C)c1C	3	18	7	7	0.6	7	0.7	-1	-1	5.3
COc1ccc2cc(CN(CC3CCCO3)C(=O)Nc3ccccc3OC)c(=O)[nH]c2c1 (centres undefined)	-3	34	0	5	-0.1	-1	x	-3	3	-0.4
O=C1NC(=O)N(CCc2ccc(F)cc2)C(=O)/C1=C/c1cccs1	4	-1	-2	3	-1.6	1	-1.5	-19	-6	-2.3
Cc1cc(C(=O)OCC(=O)c2ccccc2)c2ccccc2n1	2	28	2	-5	-1.3	3	0.5	-7	-11	-1.3
CCCCn1c(N)c(N(CC(C)C)C(=O)c2cc(-c3ccco3)nc3ccccc23)c(=O)[nH]c1=O	4	x	x	22	3.4	2	x	-2	2	i
CC(=O)c1cccc(NS(=O)(=O)c2ccc(NC(=O)N3CCCCC3)cc2)c1	-2	-2	1	-4	0.4	5	-0.9	-9	2	0.6
COc1ccc(-c2noc(CCC(=O)NCC3CCN(Cc4cccc(C)c4)CC3)n2)cc1	-1	33	-2	13	-3.7	5	-3.0	5	-4	i
CC(C)(C)c1ccc(C(CC(=O)O)NC(=O)Cc2ccccc2)cc1 (centres undefined)	-2	17	-2	3	-3.7	5	-1.0	-3	-11	i
CC(=O)N1CN2CN(C(C)=O)CC(C(=O)c3ccccc3)(C2)C1	2	-12	2	5	-0.1	2	-1.3	2	-1	-0.6
O=CNc1ccc(OC(=O)c2cncc(Br)c2)cc1	3	-10	-1	1	-1.0	12	-0.4	-6	-7	-0.3
Cc1ccc(-c2c(C#N)c(N)nc3c2CCCCC3)cc1	-1	35	1	8	0.8	-3	-0.5	2	-2	-1.7
COc1ccc(CNS(=O)(=O)c2ccc3c(c2)C(C)(C)C(=O)N3C)cc1	-1	0	5	0	-1.2	1	0.4	10	0	-0.4
Cc1ccc2c(c1)CC1(CN2C)C(=O)NC(=O)N(CCc2ccccc2)C1=O (centres undefined)	3	23	3	6	0.1	1	0.7	0	-3	x
Cc1nc(CN(C)Cc2nc(Cc3cccc(F)c3)no2)cs1	3	-5	5	-3	0.4	3	0.1	9	0	0.6
(listing goes on)
SMILES	Mtb FBA inh	VHR inh abs	3CLpro inhibitor	GDH-TPI inh	UGM FP inh	MazEF act	Mtb BioA inh	Rv3671c inh	SSB-PriA inh	BH1578 lux ind
O=C1/C(=C/c2ccccn2)SC(=S)N1c1ccc(O)cc1	2	4	-3	5	0.0	0	x	-13	-5	i
CCOC(=O)N1CCN(C(=O)C(C)N(c2ccccc2)S(C)(=O)=O)CC1 (centres undefined)	-1	34	-3	-3	2.2	6	x	3	13	1.5
Cc1cc(N2CCOCC2)ccc1/C=C\[N+](=O)[O-]	-16	-5	5	7	-2.5	-5	x	4	-1	-0.4
Cc1ccc2c(CN3C(=O)NC(C)(c4ccc5c(c4)OCO5)C3=O)cc(=O)oc2c1 (centres undefined)	3	17	3	18	2.5	-7	2.3	2	-7	-3.2
CC12CC(c3ccccc3O1)C(C(=O)NCc1ccccc1)C(=O)N2 (centres undefined)	1	28	0	3	3.3	4	4.8	0	-6	-7.1
Cc1ccccc1OCc1nnc(SCc2cc(=O)[nH]c3ccccc23)o1	1	-18	1	13	2.1	65*	-0.7	-7	-5	i
CCOC(=O)N1CCN(C(=S)Nc2cc(OC)c(OC)cc2C(=O)OC)CC1	1	19	2	-3	-0.1	2	-2.2	7	-3	-0.2
Nc1ncnc(Nc2ccccc2C(F)(F)F)n1	2	-10	2	5	3.2	3	0.2	-7	-7	-0.7
Cc1cc(CN(C)C(=O)c2ccc(OC3CCN(CCc4ccccc4)CC3)cc2)on1	-2	18	3	3	0.3	2	-0.7	0	-4	-3.4
CCOC(=O)Cc1csc(NC(=O)CN2CCN(c3ccccc3)CC2)n1	3	6	0	1	-1.8	3	-1.3	2	-1	-3.8
O=C(CCc1nc(-c2ccccc2)no1)NC1CCCCCC1	1	x	x	-3	x	3	-3.8	-8	-15	i
O=C(CCNC(=O)Cn1ccc2ccccc2c1=O)NCCCN1CCOCC1	-4	2	1	2	1.0	13	x	5	-4	-2.6
Cc1ccc(S(=O)(=O)N(C)C)cc1NC(=S)N1CCN(Cc2ccc3c(c2)OCO3)CC1	1	33	2	3	0.9	0	x	-17	0	-0.4
CC(C)c1ccc(NC(=O)[C@@H](NC(=O)N2CC(=O)Nc3ccccc32)C(C)C)cc1	-1	-9	2	-12	0.4	2	1.0	0	-1	-0.3
O=C(COC(=O)C1C2CC3OC(=O)C1C3C2)Nc1cccc(Cl)c1 (centres undefined)	-1	-3	0	0	-1.4	0	0.5	-5	10	-2.1
C/C(=N\NC(=O)c1ccc(Cl)cc1)c1ccc(N2CCOCC2)cc1	0	-2	-1	14	0.2	4	x	-2	x	-0.3
O=C(CCN1C(=O)C2C3C=CC(C3)C2C1=O)NCCN1CCCc2ccccc21 (centres undefined)	2	24	2	0	-0.7	-1	-2.7	3	-6	-0.6
COc1cccc(NC(=S)N2CCN(C/C=C/c3ccccc3)CC2)c1	4	22	-4	21	0.4	-8	-2.0	3	15	i
Cc1ccc2c(c1)c(/C=C/c1cc[n+](C)cc1)c(C)n2C	-16	-1	-26	3	-10	-962	-142	x	6	i
Cc1nnc(N/N=C/C(C)c2ccccc2)[nH]c1=O (centres undefined)	0	21	1	0	0.8	-6	x	-5	x	-0.2
O=C(Nc1ccc(F)cc1)Nc1nnc(Cc2ccccc2F)s1	1	-10	0	2	3.3	5	4.0	-17	-14	-1.3

Compound profiles (already shown). Order of values: Mtb FBA inh | VHR inh abs | 3CLpro inhibitor | GDH-TPI inh | UGM FP inh | MazEF act | Mtb BioA inh | Rv3671c inh | SSB-PriA inh | BH1578 lux ind
O=C(c1cccs1)N1CCN(c2ccc([N+](=O)[O-])cc2F)CC1 in the list: -3 | 40 | -5 | 7 | -1.7 | 6 | -1.9 | 0 | 2 | -0.5
COc1ccc(CNS(=O)(=O)c2ccc3c(c2)C(C)(C)C(=O)N3C)cc1 in the list: -1 | 0 | 5 | 0 | -1.2 | 1 | 0.4 | 10 | 0 | -0.4
Cc1ccccc1OCc1nnc(SCc2cc(=O)[nH]c3ccccc23)o1 in the list: 1 | -18 | 1 | 13 | 2.1 | 65* | -0.7 | -7 | -5 | i
